# Assay outcomes deposited in PubChem BioAssay by several laboratories.
# OX1R antag = antagonists of human orexin 1 receptor (OX1R) | AID 485270, 2010 | hit rate 1.8% among 330,000 | Orexin/Hypocretin receptor type 1 (Homo sapiens), O43613 | inhibition, % at 6.6 µM | OX1R-expressing cells, FRET antagonist read-out; in the data active = inhibition mostly above about 38%, no sharp cut-off; inactive = mostly below about 40%;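 note: 0% = agonist challenge alone and 100% = reference antagonist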
# Target sequence (O43613 whole entry, looked up): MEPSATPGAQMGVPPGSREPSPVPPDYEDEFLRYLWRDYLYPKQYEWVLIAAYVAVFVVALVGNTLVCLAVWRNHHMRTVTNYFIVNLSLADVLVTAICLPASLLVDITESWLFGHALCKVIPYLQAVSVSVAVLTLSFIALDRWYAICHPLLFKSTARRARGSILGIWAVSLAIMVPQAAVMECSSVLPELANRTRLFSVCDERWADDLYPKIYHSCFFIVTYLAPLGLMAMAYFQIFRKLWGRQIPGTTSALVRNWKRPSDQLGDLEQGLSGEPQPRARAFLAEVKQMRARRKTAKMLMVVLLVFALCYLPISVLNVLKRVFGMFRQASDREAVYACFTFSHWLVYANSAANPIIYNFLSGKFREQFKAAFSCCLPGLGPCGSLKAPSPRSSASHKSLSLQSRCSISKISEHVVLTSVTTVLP
# STK33 inh = inhibitors of purified STK33 kinase, primary screen, biochemical, ADP-Glo luminescence, homogeneous, cell-free; AID 2661, 2010; inhibition, % at 10 µM; MBP phosphorylation; hit rate 0.073% among 320,000;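 active = inhibition at or above 25%, using the most active replicate where run in duplicate; inactive = inhibition below 25%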
# Target sequence (Q9BYT3 whole entry, looked up): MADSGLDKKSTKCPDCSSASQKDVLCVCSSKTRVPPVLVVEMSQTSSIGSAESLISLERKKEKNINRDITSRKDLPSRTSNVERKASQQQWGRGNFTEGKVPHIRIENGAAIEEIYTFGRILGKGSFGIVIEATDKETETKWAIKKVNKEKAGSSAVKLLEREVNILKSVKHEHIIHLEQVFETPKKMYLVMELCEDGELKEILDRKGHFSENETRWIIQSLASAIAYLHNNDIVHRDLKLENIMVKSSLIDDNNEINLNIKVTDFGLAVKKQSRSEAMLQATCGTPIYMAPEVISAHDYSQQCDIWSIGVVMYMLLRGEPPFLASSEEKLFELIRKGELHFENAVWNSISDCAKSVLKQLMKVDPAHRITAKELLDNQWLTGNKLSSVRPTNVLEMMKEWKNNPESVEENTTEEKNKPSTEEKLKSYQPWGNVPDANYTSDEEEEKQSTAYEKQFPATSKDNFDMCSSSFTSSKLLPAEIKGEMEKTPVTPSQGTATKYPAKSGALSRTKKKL
# KCNQ2 block = KCNQ2 potassium channel inhibitors, primary screen, cell-based, CHO-K1, FluxOR thallium flux, B-score (AID 2156). 20 min; active compounds read low. B-score at 10 µM. hit rate 1.1% among 310,000;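 active = fluorescence ratio B-score at most minus 3 library SDs, with starting brightness B-score within 2 library SDs, cut at about -5.5 in these data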
# Active calls of the source: *; i = inactive; . = not tested or not shown. Hits appear at their usual frequency. Share with any hit: about 2.7%.
OX1R antag | STK33 inh | KCNQ2 block | smiles
-15 | 1.7 | i | CC1CCCN(S(=O)(=O)c2ccc(C(=O)Nc3sc4c(c3C(N)=O)CCN(C)C4)cc2)C1 (stereo not given)
2 | -2.3 | i | CSc1ccccc1C(=O)C1CCCN(C(=O)c2cncs2)C1 (stereo not given)
2 | 0.1 | i | Cc1ccc(OCCCn2c(=O)oc3ccccc32)cc1
12 | -1.2 | i | Cc1ccc([N+](=O)[O-])cc1S(=O)(=O)n1ccnc1C
6 | 0.8 | i | CCCCNCc1cc(OC)c(OCC(N)=O)cc1Br
17 | 1.2 | i | Cc1ccc(C2CC(c3cccc(C)c3)n3ncnc3N2)cc1 (stereo not given)
8 | 8.3 | i | CC(Sc1nnc2ccccn12)C(=O)Nc1ccc(Cl)cn1 (stereo not given)
8 | 0.0 | i | CC(C)(CC(=O)OCC(=O)Nc1ccccc1F)CC1=NS(=O)(=O)c2ccccc2N1
8 | -0.5 | i | C=C(C)Cn1c(CCCNC(=O)C(C)(C)C)nc2ccccc21
12 | -1.6 | i | CCCCSc1cc(C)nc2ncnn12
11 | -0.2 | i | CC(NC(=O)c1cc(-c2ccncc2)nc2ccc(Br)cc12)C1CCCO1 (stereo not given)
26 | -2.1 | i | Cc1cc2ccccn2c1C(=O)c1ccccc1Br
8 | -0.1 | i | CCOC(=O)N1CCN(S(=O)(=O)N(C)C)CC1
12 | -0.2 | i | OC(COCc1ccccc1)CN1CCN(c2ccccc2)CC1 (stereo not given)
11 | 0.4 | i | CCc1ccc(-c2cc(C)no2)cc1S(=O)(=O)NCCN1CCC(C)CC1
12 | -1.4 | i | O=C1N(Cc2cccc(Cl)c2)C[C@@H]2C[C@@H](c3cccn3-c3ccccn3)N3CCC[C@@]123
16 | -0.8 | i | CSC1=NCCN1C(=O)c1ccc(C)cc1
17 | -1.4 | i | Cc1cccc(C)c1NC(=O)C[N+](C)(C)CC(O)COc1cccc2ccccc12 (stereo not given)
5 | -1.7 | i | CC(C)c1ccc(NC(=O)C(c2ccccc2)N2CCOCC2)cc1 (stereo not given)
24 | 1.0 | i | O=C(Nc1cccc(Cl)c1)ON=C1c2ccccc2-c2ccccc21
18 | 0.5 | i | COc1ccccc1-c1nnc(NC(=O)C2=COCCO2)o1
11 | 0.0 | i | CC(Oc1cccc(Cl)c1)C(=O)Nc1cc(S(=O)(=O)N2CCOCC2)ccc1N1CCCCC1 (stereo not given)
5 | -0.2 | i | Cc1cc(C2=NNC(=NC3CC3)SC2)c(C)n1-c1ccccc1F
12 | 0.8 | i | O=P(c1ccccc1)(c1ccccc1)c1nc(-c2ccc(Cl)cc2)oc1N1CCOCC1
20 | 1.7 | i | COc1ccc(Nc2nnc(SCC(=O)N3CC(=O)Nc4ccccc43)s2)cc1
7 | -0.5 | i | Cc1ccc(CNC(=O)C(CC(C)C)OC(=O)c2ccco2)cc1 (stereo not given)
-4 | -0.3 | . | CC(C)Sc1nnc(SCC(=O)N(C)C2CCS(=O)(=O)C2)s1 (stereo not given)
3 | -0.8 | i | O=C(CSc1nnc(-c2ccncc2)o1)Nc1ccccc1Cl
15 | 9.0 | i | COc1cc(-c2cc(=O)c3ccccc3o2)ccc1O
4 | 0.6 | i | Oc1ccccc1-c1cc(-c2ccco2)[nH]n1
16 | 0.5 | i | O=C(C1CCN(c2nnc(-n3cccc3)s2)CC1)N1CCN(c2cccc(C(F)(F)F)c2)CC1
24 | 0.9 | i | N#Cc1c(N2CCOCC2)nc(-c2ccco2)c2c1CCCC2
. | -0.3 | i | O=C(CSc1ccc2ccccc2n1)N/N=C/c1ccccc1O
16 | -1.6 | i | COc1ccc(OC)c(-c2cc(C(=O)NCc3cccs3)no2)c1
11 | -1.9 | i | CCOC(=O)NN1C(=O)c2ccccc2NC1c1ccc(N(C)C)cc1 (stereo not given)
6 | -1.5 | i | O=C1[C@H]2[C@@H](C(=O)N1c1cc(Cl)cc(Cl)c1)[C@]1(C(=O)Nc3ccccc31)N1CCC[C@@H]21
46 | 0.2 | i | CC(=O)N1N=C(c2ccc(Br)cc2)OC1(C)CC(=O)Nc1ccccc1 (stereo not given)
3 | -0.8 | i | COc1cc(C(=O)c2cocc2C(=O)c2ccc3c(c2)OCO3)cc(OC)c1OC
3 | 0.7 | -11* | Cc1cc(Oc2cnn(C(C)(C)C)c(=O)c2Cl)cc(C(C)C)c1
13 | -2.4 | i | CC(C)c1nnc(NC(=O)COc2ccc3ccccc3c2)s1

# Part of the list above, with tabs:
Compound	OX1R antag	STK33 inh	KCNQ2 block
CC(=O)N1N=C(c2ccc(Br)cc2)OC1(C)CC(=O)Nc1ccccc1 (stereo not given)	46	0.2	i
COc1cc(C(=O)c2cocc2C(=O)c2ccc3c(c2)OCO3)cc(OC)c1OC	3	-0.8	i
Cc1cc(Oc2cnn(C(C)(C)C)c(=O)c2Cl)cc(C(C)C)c1	3	0.7	-11*
CC(C)c1nnc(NC(=O)COc2ccc3ccccc3c2)s1	13	-2.4	i

# More structures follow.
OX1R antag | STK33 inh | KCNQ2 block | smiles
7 | 0.6 | i | Cn1cccc1/C=N/n1c(-c2ccc(C(C)(C)C)cc2)n[nH]c1=S
19 | -1.0 | i | O=S(=O)(c1ccc(F)cc1)N1CCCN(c2nccc(C(F)(F)F)n2)CC1
11 | -0.9 | i | COc1cccc(CC2(CO)CCCN(Cc3cn[nH]c3-c3ccc(F)cc3)C2)c1 (stereo not given)
30 | 9.0 | i | C[C@@H](NC(=O)OC(C)(C)C)c1nnc(S(=O)(=O)Cc2ccccc2)o1
27 | -0.4 | i | Cc1nn(C)c(C)c1CCC(=O)NC1CC(C)(C)Cc2c1cnn2-c1ccccc1 (stereo not given)
17 | 0.8 | i | CC1SC(c2ccc(Cl)cc2)NC1=O (stereo not given)
17 | 0.4 | i | CCOC(=O)C1=C(C)NC2=C(C(=O)CC(C)(C)C2)C1c1ccc2c(c1)CCCN2C (stereo not given)
9 | -0.7 | i | O=C(c1csc2c1CCCC2)n1cccn1
5 | -0.1 | . | CCN(CC)c1ccc(N)cc1
6 | -1.3 | i | O=C(CCc1ccccc1)NCc1ccc2c(c1)OCO2
32 | -0.5 | i | C[C@H](NC(=O)c1nc[nH]c1C(=O)NCC(=O)OCc1ccccc1)c1ccccc1
21 | -2.0 | i | Cn1c2c(c(=O)n1-c1ccccc1)CSCC2
3 | 1.8 | i | O=C(NCCN1CCOCC1)c1cc(Br)ccc1Cl
20 | -0.5 | i | COc1ccccc1CN(Cc1cc2cc(C)ccc2[nH]c1=O)Cc1nnnn1CC1CCCO1 (stereo not given)
22 | 1.2 | i | Cc1nc(-c2ccc(S(=O)(=O)N3CCOCC3)cc2)cs1
10 | -3.4 | i | O=C(Cc1cc(=O)oc2cc(O)ccc12)NCC1CCC(C(=O)O)CC1 (stereo not given)
8 | -2.4 | i | Cc1ccc(-c2nc(C)sc2CC(=O)OCC(=O)Nc2ccc(F)c(Cl)c2)cc1
0 | 0.0 | i | N#Cc1ccccc1NC(=O)CC1CCCCC1
31 | 0.6 | i | Cc1ccccc1Nc1nc(N)nc(COC(=O)c2cccc(S(=O)(=O)NCc3ccccc3)c2)n1
90* | 4.4 | i | CN1CCc2c(sc(NC(=O)c3ccc([N+](=O)[O-])o3)c2C(N)=O)C1
25 | 0.5 | i | COC(=O)c1ccc(NC(=O)C2CCN(S(C)(=O)=O)CC2)cc1
27 | -1.3 | i | Cc1cc(OC(C)C(=O)NCC(O)c2ccccc2)c2c(C)c(C)c(=O)oc2c1 (stereo not given)
12 | 1.6 | i | CCOC(=O)c1nn(-c2ccccc2C)c2nc(-c3ccc(C)cc3)c(C#N)c(=O)n12
14 | -0.6 | . | CC1(C)Cc2noc(N)c2C(C)(C)N1OC(=O)c1ccco1
10 | -0.1 | i | COc1ccc(NC(=O)c2cc(-c3ccc(C)o3)nc3ccccc23)cc1
4 | -0.3 | i | Cn1cccc1CNC(=S)Nc1cc(F)cc(F)c1
-3 | -0.3 | i | CCOc1ccccc1NC(=O)Cn1nnc(C(=O)NCc2cccs2)c1N
10 | 0.1 | i | Cc1cc(=O)nc2c3ccccc3n(CC(=O)NCCCN3CCOCC3)n12
2 | -0.2 | . | O=C(COC(=O)COc1ccccc1)Nc1ccc(Cl)cn1
18 | -0.2 | i | CCOc1ccc2nc(NC(=O)CN3C(=O)C4CCCCC4C3=O)sc2c1 (stereo not given)
8 | 0.7 | i | CCCCCCC(=O)N/N=C/c1ccco1
6 | -1.4 | i | N#C/C(=C/c1ccc(O)cc1)C(=O)NCc1ccc(Cl)cc1
13 | -1.4 | . | Cc1ccc(NC(=O)CN(C)C(=O)c2cccc(S(=O)(=O)N3CCc4ccccc43)c2)cc1
21 | -1.2 | i | O=C(Nc1ccc(-c2nc3ncccc3o2)cc1)c1ccco1
14 | -2.1 | i | COc1c(N2CCNC(C)C2)c(F)cc2c(=O)c(C(=O)O)cn(C3CC3)c12 (stereo not given)
9 | -0.5 | i | CCOc1ccc(CN(CCO)CCO)cc1[N+](=O)[O-]
22 | 0.3 | i | CCOc1ccc(N2CC(C(=O)Nc3cc(Cl)ccc3-n3cncn3)CC2=O)cc1 (stereo not given)
15 | 0.7 | i | CCN1CCN(C(=O)C2CC(=O)N(c3ccc(Cl)cc3)C2)CC1 (stereo not given)
11 | 0.0 | i | O=C(CS(=O)(=O)c1cccc(C(F)(F)F)c1)Nc1ccccc1Cl
0 | 0.8 | i | COc1ccc(Br)c(OC)c1C(=O)NC(=O)Nc1c(F)cccc1F
43 | 1.1 | i | COc1ccc2cc3cc(C(=O)NCCc4ccc(OC)c(OC)c4)oc3nc2c1
11 | 3.6 | . | CC(C)(O)c1cc2ccccc2c(=O)o1
31 | -2.2 | i | CCOC(=O)Cc1csc(NC(NC(=O)CC)(C(F)(F)F)C(F)(F)F)n1
13 | -1.0 | i | COc1ccc(C2CC(c3ccc(Br)cc3)=NN2C(=O)CCC(=O)O)cc1OC (stereo not given)
11 | -0.7 | i | COc1ccc(-c2noc(CN3CCCCC3)n2)cc1OC
-6 | -0.3 | i | CC(C)NC(=O)NC(=O)COC(=O)c1cc(S(=O)(=O)N2CCCCC2)ccc1N1CCOCC1
9 | -0.7 | i | COC1CCCCC1Nc1cccc(SC)c1 (stereo not given)
-6 | -2.1 | i | CC(CCc1ccccc1)NC(=O)C1CCN(S(=O)(=O)N2CCOCC2)CC1 (stereo not given)
29 | 1.6 | i | Cc1cccc(C(=O)NC(NCc2ccco2)C(Cl)(Cl)Cl)c1 (stereo not given)
18 | 0.6 | i | O=C(C(=O)N1CCCc2ccccc21)c1c[nH]c2ccccc12
35 | 1.0 | i | CC(=O)Nc1ccc(/C=N\NC(=O)CNS(=O)(=O)c2ccc([N+](=O)[O-])cc2)cc1
16 | 0.6 | i | Cc1ccc(NC(=S)NCCC(c2ccccc2)c2ccccc2)c(C)c1
18 | . | i | COc1ccc(OC)c(C(C)NC(=O)C23CC4CC(CC(C4)C2)C3)c1 (stereo not given)
33 | -1.5 | i | O=C(COC(=O)c1ccc([N+](=O)[O-])o1)Nc1cccc2ccccc12
8 | -0.1 | i | CCOC(=O)c1ccc(NC(=O)c2ccco2)cc1
30 | -1.1 | i | COc1ccc(C2C(C#N)=C(N)Oc3c2sc2nc(C)cc(C)c32)cc1 (stereo not given)
12 | -0.4 | i | CCN1C(=O)/C(=C\N(C(C)=O)c2ccccc2)OC1=S
6 | -0.6 | i | CN(C)CCCN(Cc1ccccc1)C(=S)Nc1ccc(OC(F)F)cc1
8 | 3.5 | i | CC(C)NC(=O)C(=O)Nc1ccc2c(c1)N(S(=O)(=O)c1cccs1)CCC2
12 | -2.3 | i | C=CCNC(=S)N/N=C/c1ccc(N(CC)Cc2ccccc2)cc1

# Going on with the list.
OX1R antag | STK33 inh | KCNQ2 block | smiles
11 | -0.8 | i | CCOC(=O)c1nc(S(C)(=O)=O)ncc1Cl
7 | -1.0 | i | O=C(O)CC1(CC(=O)N2CCC(C(=O)O)CC2)CCCC1
10 | 0.9 | i | Cc1[nH]ccc(=O)c1OCc1ccccc1
7 | 0.5 | i | O=C(c1cccs1)N1CCC(c2nc3c(nnn3Cc3ccccc3)c(=O)[nH]2)CC1
17 | 0.0 | i | CCOC(=O)NC1(C(F)(F)F)C(=O)N(Cc2ccccn2)C2=C1C(=O)CC(C)(C)C2 (stereo not given)
13 | -0.8 | i | O=C(Cn1cc(C(F)(F)F)cc(Cl)c1=O)NCc1ccc(Cl)cc1
30 | 0.6 | i | CCC(=O)Nc1nnc(SCC(=O)Nc2ccc3c(c2)OCCO3)s1

# Grouped by structure, those above containing a thiophene ring, fused or not.
OX1R antag | STK33 inh | KCNQ2 block | smiles
-15 | 1.7 | i | CC1CCCN(S(=O)(=O)c2ccc(C(=O)Nc3sc4c(c3C(N)=O)CCN(C)C4)cc2)C1 (stereo not given)
16 | -1.6 | i | COc1ccc(OC)c(-c2cc(C(=O)NCc3cccs3)no2)c1
9 | -0.7 | i | O=C(c1csc2c1CCCC2)n1cccn1
90* | 4.4 | i | CN1CCc2c(sc(NC(=O)c3ccc([N+](=O)[O-])o3)c2C(N)=O)C1
-3 | -0.3 | i | CCOc1ccccc1NC(=O)Cn1nnc(C(=O)NCc2cccs2)c1N
30 | -1.1 | i | COc1ccc(C2C(C#N)=C(N)Oc3c2sc2nc(C)cc(C)c32)cc1 (stereo not given)
8 | 3.5 | i | CC(C)NC(=O)C(=O)Nc1ccc2c(c1)N(S(=O)(=O)c1cccs1)CCC2
7 | 0.5 | i | O=C(c1cccs1)N1CCC(c2nc3c(nnn3Cc3ccccc3)c(=O)[nH]2)CC1
